Y pestis TopoI = Y. pestis Topo-I inhibition via cleavage products. Y. pestis Topo-I cleavage product accumulation, plate reader. activity, % at 10 µM. actives 0.064% (n = 360,000); in the data active = activity above about 50%, passing the limit was not always enough; note: inactives centre near 2
3CLpro inhibitor = SARS-CoV 3CLpro protease inhibition; P0C6X7; actives 0.14% (n = 290,000); inhibition, % at 6 µM; recombinant SARS-CoV 3CLpro, quenched FRET peptide cleavage; in the data active = inhibition above about 12%
TcdB inh = TcdB glycohydrolase inhibition. P18177. TcdB glycohydrolase enzymatic assay, plate reader. inhibition, % at 9.99 µM. actives 0.24% (n = 350,000). AID 652162; in the data active = inhibition above about 10%
Rv3671c protease = Rv3671c (M. tuberculosis) protease inhibition; inhibition, % at 5.96 µM; P9WHR9; actives 0.048% (n = 320,000); in the data active = inhibition above about 38%;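 note: extracellular domain of Rv3671c used as enzyme; 0% = enzyme with DMSO and 100% = no enzyme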
Target sequence (P9WHR9 whole entry, looked up, the tested form may be a part): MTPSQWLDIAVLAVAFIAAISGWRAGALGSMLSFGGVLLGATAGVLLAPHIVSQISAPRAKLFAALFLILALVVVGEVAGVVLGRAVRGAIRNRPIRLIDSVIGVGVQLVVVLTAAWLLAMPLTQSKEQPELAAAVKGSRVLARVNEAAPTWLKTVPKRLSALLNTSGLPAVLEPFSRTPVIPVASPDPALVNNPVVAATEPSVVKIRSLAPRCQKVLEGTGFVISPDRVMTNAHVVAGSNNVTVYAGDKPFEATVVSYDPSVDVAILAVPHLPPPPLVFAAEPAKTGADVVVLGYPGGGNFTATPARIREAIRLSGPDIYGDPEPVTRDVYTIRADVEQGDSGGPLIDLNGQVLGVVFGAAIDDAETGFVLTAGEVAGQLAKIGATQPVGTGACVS
MazF activator = MazEF (E. coli) toxin RNase activation; P0AE70; FAM/BHQ RNA-DNA oligo cleavage fluorescence, 5 h; activation, % at 20 µM; actives 0.32% (n = 350,000); AID 504720; in the data active = activation above about 50%
Target sequence (P0AE70 whole entry, looked up): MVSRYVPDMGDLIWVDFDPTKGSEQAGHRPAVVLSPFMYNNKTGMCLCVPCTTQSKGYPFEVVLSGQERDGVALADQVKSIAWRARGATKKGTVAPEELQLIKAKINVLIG
Vc quorum ag = inducers of Vibrio cholerae quorum light production without autoinducers; V. cholerae BH1578 lux reporter, luminescence, 6 h; activation, % at 18.7 µM; actives 0.16% (n = 350,000); in the data active = activation mostly above about 9.7%, no sharp cut-off; note: not every result past the cut was called active; inactives centre near 0; reference of the scale not given here
PrPC surface inh = inhibitors of human cell surface prion protein PrPC | TR-FRET read-out | inhibition, % at 13.8 µM | actives 0.43% (n = 370,000) | AID 720596; in the data active = inhibition above about 24%; note: 0% = median of the test wells and 100% = reference compound wells
CCHF vOTU inh = CCHFV vOTU protease inhibition | actives 0.55% (n = 370,000) | Pep-AMC fluorescence | inhibition, % at 11.5 µM; in the data active = inhibition above about 30%; note: 0% = vehicle wells with enzyme and 100% = no enzyme wells
PriA SSB inh = K. pneumoniae PriA-SSBct interaction inhibition; actives 0.6% (n = 430,000); inhibition, % at 33 µM; AID 1272365; AlphaScreen SSBct-PriA binding, biotinylated peptide; in the data active = inhibition mostly above about 37%, no sharp cut-off; inactive = mostly below about 20%;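 note: plate controls were negative control peptide for no effect and reference peptide for full effect; strong numbers were not always called active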
VHR inh abs = blocks human VHR1 dual specificity phosphatase; inhibition, % at 13.3 µM; actives 0.52% (n = 290,000); recombinant VHR phosphatase, pNPP absorbance; P51452; in the data active = inhibition above about 50%; note: some compounds called inactive have numbers as strong as hits
Target sequence (P51452 whole entry, looked up): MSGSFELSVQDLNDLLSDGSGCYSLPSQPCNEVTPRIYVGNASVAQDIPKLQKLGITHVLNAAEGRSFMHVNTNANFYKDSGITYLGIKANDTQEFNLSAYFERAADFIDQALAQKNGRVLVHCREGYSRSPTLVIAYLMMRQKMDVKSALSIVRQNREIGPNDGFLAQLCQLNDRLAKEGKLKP
Active calls of the source: *; i = inactive; . = not tested or not shown. Only part of the results is shown. The share of hits here may be higher or lower than overall.

SMILES | Y pestis TopoI | 3CLpro inhibitor | TcdB inh | Rv3671c protease | MazF activator | Vc quorum ag | PrPC surface inh | CCHF vOTU inh | PriA SSB inh | VHR inh abs
CCC(CC)N1CCN(S(=O)(=O)c2ccc(OC)cc2)CC1 | -5 | -2 | 0.7 | 4 | -1 | i | 0 | -1 | 4 | -8
C/C(CC(=O)Nc1ccc(Cl)c(C(F)(F)F)c1)=N\NC(N)=S | 5 | 3 | 1.7 | -9 | 6 | i | -2 | 2 | . | 20
COCCOC(=O)C1=C(N)OC(C)=C(C(=O)OC)C12C(=O)Nc1ccccc12 (stereo not given) | -1 | 10 | 0.6 | -2 | -4 | -0.5 | -8 | 3 | -2 | -4
COc1ccccc1CNC(=O)N1CCN(S(=O)(=O)c2ccc(Cl)cc2)CC1 | 39 | -8 | 0.4 | 8 | 7 | i | -7 | 13 | -2 | 2
CCOc1ccc(C(C)=O)cc1COC(=O)c1cccnc1SC | 37 | 1 | -4.8 | 1 | 6 | -0.2 | 6 | 4 | -13 | 11
C=CCn1c(SCC(=O)c2cc(C)n(C)c2C)nnc1-c1ccncc1 | 11 | -1 | -0.1 | 0 | 1 | 2.4 | 4 | -3 | -3 | 20
Cc1ccc(N2C(=O)c3ccccc3C2C(=O)c2ccc(C)c(C)c2O)cc1 (stereo not given) | 1 | 6 | 0.9 | -4 | -6 | i | -1 | 1 | 1 | 32
CN(C)c1nc(NN)nc(Nc2ccc(F)cc2)n1 | -3 | -2 | 1.6 | -16 | 7 | 0.0 | 2 | -15 | 16 | -11
Cc1sc2ncn(CC(=O)OCC(=O)NC(C)(C)C)c(=O)c2c1C | -8 | -3 | . | 14 | 8 | i | 5 | 4 | -7 | 5
O=C(Nc1cccc([N+](=O)[O-])c1)C1CCN(C(=O)Cc2ccccc2)CC1 | 3 | -1 | -1.1 | 2 | 2 | -0.1 | -21 | -11 | -7 | 8
CCOc1ccc(Cc2nnc(SCC(=O)Nc3ccc(OC)cc3)n(N)c2=O)cc1 | 6 | . | 2.6 | -5 | -9 | i | 7 | 23 | -17 | .
CC1=C(C(=O)N2CCOCC2)CC(CC(=O)NC2CC2)C(=O)N1Cc1ccccc1 (stereo not given) | -11 | . | -0.8 | . | -8 | i | -5 | 15 | . | .
CC(C)n1cc(-c2nc(C(=O)NN)cs2)c(=O)n(Cc2ccccc2)c1=O | -8 | -3 | 2.3 | -141 | 6 | -0.3 | -1 | -5 | -4 | 14
Cc1cc(N2C(=O)CCC2=O)ccc1NC(=O)c1cccs1 | 6 | 1 | . | 6 | 0 | i | 5 | 2 | -10 | 24
CC(=O)Nc1nnc(SCC(=O)c2ccc(F)cc2)s1 | 1 | -3 | 1.7 | 5 | 0 | 0.2 | -1 | 0 | -10 | 35
CCCn1nnc(NC(=O)C(C)Oc2ccc(Cl)cc2Cl)n1 (stereo not given) | 8 | -6 | . | -3 | 9 | -0.3 | 1 | -4 | -14 | -8
COc1cc(C(=S)N2CCOCC2)ccc1OS(=O)(=O)c1ccccc1[N+](=O)[O-] | 2 | 3 | 0.9 | 9 | 3 | 0.2 | -5 | 4 | 13 | -8
O=C(OCC(=O)N1CCCc2ccccc21)c1cc(S(=O)(=O)N2CCOCC2)ccc1F | 14 | . | 2.2 | 5 | 5 | i | -4 | 0 | -8 | .
O=C(NC(=S)Nc1ccc(CN2CCOCC2)cc1)c1ccco1 | 6 | -2 | 0.4 | -3 | -2 | -0.3 | 7 | 2 | -1 | 22
CC(C(=O)N1CCc2ccccc21)n1cccc1 (stereo not given) | 3 | 1 | . | 5 | 5 | -3.8 | 6 | 2 | -14 | 27
Nc1nc(SCC(=O)N2CCCC2)[nH]c(=O)c1NC(=O)c1ccco1 | 7 | -4 | 1.8 | 6 | 5 | -1.3 | 0 | -3 | 0 | 11
CC1(C)NC(=O)N(CC(O)CN(c2cccc([N+](=O)[O-])c2)S(=O)(=O)c2ccccc2)C1=O (stereo not given) | 5 | 2 | 0.8 | 2 | 15 | -10 | -3 | 13 | -15 | -5
Cc1sc(NC(=O)CN2CCOCC2)c(C#N)c1C | -2 | -6 | 1.3 | 9 | 8 | i | -1 | -6 | -5 | 20
CC(C)C(=O)Nc1c(O)c2ccccc2[nH]c1=O | -4 | 3 | 0.1 | 4 | 8 | 1.8 | 0 | -11 | -9 | -5

Compound profiles, as listed above.
Nc1nc(SCC(=O)N2CCCC2)[nH]c(=O)c1NC(=O)c1ccco1 reads Y pestis TopoI: 7; 3CLpro inhibitor: -4; TcdB inh: 1.8; Rv3671c protease: 6; MazF activator: 5; Vc quorum ag: -1.3; PrPC surface inh: 0; CCHF vOTU inh: -3; PriA SSB inh: 0; VHR inh abs: 11
CC(C(=O)N1CCc2ccccc21)n1cccc1 (stereo not given) reads Y pestis TopoI: 3; 3CLpro inhibitor: 1; TcdB inh: .; Rv3671c protease: 5; MazF activator: 5; Vc quorum ag: -3.8; PrPC surface inh: 6; CCHF vOTU inh: 2; PriA SSB inh: -14; VHR inh abs: 27

Going on with the list.
SMILES | Y pestis TopoI | 3CLpro inhibitor | TcdB inh | Rv3671c protease | MazF activator | Vc quorum ag | PrPC surface inh | CCHF vOTU inh | PriA SSB inh | VHR inh abs
Cc1cccc(NC(=O)CSc2nnnn2-c2ccc3c(c2)OCCO3)n1 | 6 | 0 | 0.4 | -19 | 3 | i | -2 | 0 | 12 | 22
O=C(OCC(=O)N1CCOCC1)c1ccc2[nH]c3c(c2c1)CCCC3 | 8 | 3 | 0.6 | -21 | -1 | i | 7 | 2 | -4 | 7
O=C(CC(=O)Nc1ccccc1C(F)(F)F)Nc1ccccc1C(F)(F)F | -2 | 0 | -0.3 | -7 | -4 | -0.4 | 5 | 1 | -2 | 23
Cc1ccc([C@H]2C[C@H](O)[C@@H](n3cc(COC(=O)c4ccccc4)nn3)CN2CC2CCCCC2)cc1 | 7 | . | 1.9 | . | -4 | -0.2 | -7 | 9 | . | .
Cc1nn(C)c(C(=O)N2CCOCC2)c1Cl | 0 | 2 | . | -2 | 2 | 12 | 4 | -7 | -10 | 12
CCOc1ccccc1NC(=O)c1nc(-c2ccccc2)oc1C | -10 | 8 | 0.6 | -5 | 8 | . | -4 | -11 | -25 | -28
Cn1nc(C(C)(C)C)cc1C(=O)N1CCCCC1c1cc(C(=O)N2CCOCC2)no1 (stereo not given) | -7 | . | -1.3 | . | . | -0.3 | 10 | 13 | . | .
O=C(c1cccc(C(F)(F)F)c1)C1CCCN(Cc2cccn2-c2ncccn2)C1 (stereo not given) | 0 | 3 | 1.4 | -1 | -9 | . | -5 | -6 | -2 | 26
CCC(C)N1C(=O)CCC1C(=O)O (stereo not given) | -4 | 6 | . | 5 | 1 | i | 8 | -2 | 0 | -6
Cc1nn(C(=O)N2CCCCC2)c(C)c1CN1C(=O)c2ccccc2C1=O | 8 | -1 | . | -1 | 5 | i | -3 | 0 | -18 | 10
CCOC(=O)N1CCN(C(=O)CCSc2ccccc2)CC1 | 2 | 0 | . | 7 | 5 | 3.1 | -3 | -15 | -2 | 30
CCOC(=O)N1CCN(C(=O)CSc2nc3c([nH]c4ccccc43)c(=O)n2C)CC1 | 7 | 0 | 0.7 | -14 | -3 | -0.1 | -9 | 7 | -6 | 14
COc1ccccc1N1CCN(Cc2cnc3ccc(Cl)cn23)CC1 | 16 | 0 | 2.5 | . | 7 | -1.6 | 7 | -3 | -5 | 33
CCC(C)Nc1nnnc2c1sc1nc3c(cc12)COC(C)(C)C3 (stereo not given) | -1 | -2 | -1.1 | 3 | 9 | i | 4 | 13 | 7 | -4
CCCCn1c(N)c(N(CC(C)C)C(=O)c2cccs2)c(=O)[nH]c1=O | -1 | . | -2.3 | 9 | -6 | -2.8 | 3 | 39* | -6 | .
CC1CCN(c2oc(-c3ccco3)nc2S(=O)(=O)c2ccccc2)CC1 | 37 | 1 | 0.6 | 7 | 4 | i | -5 | 7 | 4 | -4
CC(=O)Nc1ccc(C(=O)N/N=C/c2ccccc2OC(=O)c2ccc(Cl)cc2)cc1 | 11 | -3 | . | -70 | -6 | i | -1 | 5 | . | 15
Cc1ccc(-c2noc(CN(C(=O)c3ccc4c(c3)OCO4)C(C)C)n2)cc1 | 16 | -1 | 2.2 | -10 | 1 | -0.2 | -9 | 5 | -1 | 22
COc1ccc(OC(C)C(=O)N(C)Cc2nc(-c3ccccc3)no2)cc1 (stereo not given) | 10 | 3 | -1.0 | -10 | -5 | i | -3 | 6 | -9 | -30
Cc1cccn2c(=O)c(C=O)c(Nc3ccc(S(N)(=O)=O)cc3)nc12 | -4 | 4 | . | . | -6 | 1.9 | . | . | 5 | 16
COc1cc(C(=O)N/N=C/c2sccc2C)cc(OC)c1OC | -1 | 9 | 1.1 | . | 6 | 1.6 | 11 | 3 | . | 30
Cc1ccc(CSc2nnc(SCC(=O)N/N=C/c3ccc(C(=O)O)cc3)s2)cc1 | 10 | 2 | -0.4 | -7 | -5 | i | 3 | 2 | i | 4
CCN(CC)CCCNC(=O)c1cn(-c2cccc(OC)c2)c(=O)c2ccccc12 | -13 | 0 | 0.1 | -1 | 9 | i | -9 | 2 | 0 | 31
COc1ccc(S(=O)(=O)N(C)c2ccc(C(N)=O)cc2)cc1 | -3 | -2 | . | -4 | -1 | -0.4 | -3 | -8 | -20 | -12
O=[N+]([O-])C(C1CCS(=O)(=O)C1)C1CCS(=O)(=O)C1 (stereo not given) | -16 | -3 | 0.6 | -5 | 12 | -0.2 | 7 | 2 | -1 | 3
N#Cc1c(-c2ccc(F)cc2)cc(-c2cccnc2)nc1N | 0 | 1 | -4.9 | -2 | 12 | 1.4 | 7 | -4 | -12 | 6
Cc1cc(C(F)(F)F)n(-c2nc(C(=O)N/N=C/c3ccc(F)cc3)cs2)n1 | 13 | 0 | . | -1 | -13 | -0.7 | 1 | 4 | . | 13
C=CCn1c(SCN2C(=O)c3ccccc3C2=O)nc2ccc(Cl)cc2c1=O | -2 | -4 | 1.9 | -3 | -16 | -0.4 | 6 | 1 | 0 | 14
Cc1ccc(-c2nc(NCCN3CCOCC3)c3ccccc3n2)cc1 | 2 | 0 | . | -3 | 1 | -0.5 | 3 | 1 | 0 | 32
O=C(NCCCN1CCCC1=O)c1cccc(S(=O)(=O)Nc2ccc(Br)cc2)c1 | 3 | . | 1.2 | -6 | -2 | 2.9 | 5 | -2 | 6 | .
O=C(O)CN1C(=O)/C(=C/c2cccc(Cl)c2)Oc2ccccc21 | 6 | 3 | 0.3 | -5 | -1 | i | 3 | -46 | -4 | 34
CC1CCCC(NC(=O)CSC2=Nc3ccccc3C3CC=NN23)C1C (stereo not given) | 2 | . | 0.1 | -7 | -33 | -2.0 | 4 | 3 | -6 | .
O=C(COC(=O)c1ccc(F)cc1)Nc1ccc2c(c1)OCO2 | 3 | . | -0.8 | 2 | -18 | i | 1 | 4 | -5 | .
CCCOc1ccccc1OCC(=O)Nc1cc(Cl)ccc1-n1cncn1 | 5 | . | -5.2 | -1 | -8 | -1.2 | 1 | 32* | -1 | .
Cc1cc(=O)[nH]c(SCCOc2ccc3c(c2)CCC3)n1 | -10 | 4 | . | 0 | -1 | i | -2 | -1 | -5 | 7
COc1cccc(OC)c1/C=C/C(=O)NC1CCCCC1 | 9 | 0 | 0.1 | 11 | -1 | i | -9 | 10 | 10 | 9
Cn1nc(C(F)(F)F)c2cc(C(=O)O)sc21 | -4 | 7 | 1.4 | 4 | 1 | i | 4 | 0 | -8 | 29
COc1ccc(C(CC(=O)N2CCOCC2)c2c(O)cc(OC)cc2OC)cc1 (stereo not given) | -2 | . | 1.6 | 12 | 3 | -3.0 | 3 | 9 | -1 | 15
CSc1nc(S(=O)(=O)c2ccccc2)c(Cl)s1 | 1 | -2 | 1.0 | 8 | -16 | -0.3 | -9 | 0 | 2 | -7

2 entries from above in another layout.
SMILES,Y pestis TopoI,3CLpro inhibitor,TcdB inh,Rv3671c protease,MazF activator,Vc quorum ag,PrPC surface inh,CCHF vOTU inh,PriA SSB inh,VHR inh abs
O=C(COC(=O)c1ccc(F)cc1)Nc1ccc2c(c1)OCO2,3,.,-0.8,2,-18,i,1,4,-5,.
CCCOc1ccccc1OCC(=O)Nc1cc(Cl)ccc1-n1cncn1,5,.,-5.2,-1,-8,-1.2,1,32*,-1,.

Assay outcomes from PubChem BioAssay.
